# Assay outcomes as filed in PubChem.
# LDHA block = blocks human lactate dehydrogenase A; activity change, % (values are at about 110 or 230 µM); purified LDHA, NADH/diaphorase-resazurin fluorescence; active compounds read low; AID 1347041; P00338; hit rate 0.15% among 480,000; in the data active = activity change below about -30%; inconclusive = mostly about -25% to -30%;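 note: plate controls were DMSO wells for no effect and wells without enzyme for full effect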
#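 Enzyme activity of human lactate dehydrogenase 5 (2 nM; 0.06 mM NADH, 0.2 mM pyruvate, 5 min, RT) is measured via a resazurin/diaphorase fluorescence readout of residual NADH.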
# POLK inh = DNA polymerase kappa (human) inhibition. hit rate 0.53% among 400,000. purified Pol kappa, fluorescent DNA synthesis assay, 10 min. Potency, µM (highest dose often 107 µM), for the others: at the highest dose activity, negative = inhibition, hits mostly inhibitors. Q9UBT6; note: potency is the fitted concentration of half-maximal effect; % is set by controls: 0 for no effect and ±100 for the full control effect
#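 50 nM final substrate added after 15 min RT preincubation of 10 nM Pol kappa with compound; fluorescence read at 0 and 10 min.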
# APE1 inh = blocks human APE1 abasic DNA cleavage. P27695. recombinant APE1, TAMRA/BHQ-2 abasic DNA cleavage fluorescence. Potency, µM (top dose mostly 65.8 µM), inactives show top-dose activity change, negative = inhibition, most hits filed as inhibitors. hit rate 0.35% among 350,000. AID 2517;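 note: potency is the fitted concentration of half-maximal effect; plate controls were vehicle for no effect and reference inhibitor for full effect; nearly all actives have a fitted effect of over 55% in size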
#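 APE1 at 0.75 nM final was preincubated with compound 15 min at room temperature, then 50 nM double-stranded THF abasic-site substrate (5'-TAMRA/3'-BHQ-2) was added. Fluorescence (ex 525/em 598 nm) was read kinetically; third-minus-first read gave activity.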
# POLH inh = inhibitors of human DNA polymerase eta; Potency, µM (series often up to 114 µM), inactives show at the top dose activity change, negative = inhibition, most hits filed as inhibitors; Q9Y253; recombinant Pol eta, fluorescent DNA replication assay; hit rate 1.2% among 390,000; note: potency is the fitted concentration of half-maximal effect; % is set by controls: 0 for no effect and ±100 for the full control effect
# Target sequence (Q9Y253 whole entry, looked up): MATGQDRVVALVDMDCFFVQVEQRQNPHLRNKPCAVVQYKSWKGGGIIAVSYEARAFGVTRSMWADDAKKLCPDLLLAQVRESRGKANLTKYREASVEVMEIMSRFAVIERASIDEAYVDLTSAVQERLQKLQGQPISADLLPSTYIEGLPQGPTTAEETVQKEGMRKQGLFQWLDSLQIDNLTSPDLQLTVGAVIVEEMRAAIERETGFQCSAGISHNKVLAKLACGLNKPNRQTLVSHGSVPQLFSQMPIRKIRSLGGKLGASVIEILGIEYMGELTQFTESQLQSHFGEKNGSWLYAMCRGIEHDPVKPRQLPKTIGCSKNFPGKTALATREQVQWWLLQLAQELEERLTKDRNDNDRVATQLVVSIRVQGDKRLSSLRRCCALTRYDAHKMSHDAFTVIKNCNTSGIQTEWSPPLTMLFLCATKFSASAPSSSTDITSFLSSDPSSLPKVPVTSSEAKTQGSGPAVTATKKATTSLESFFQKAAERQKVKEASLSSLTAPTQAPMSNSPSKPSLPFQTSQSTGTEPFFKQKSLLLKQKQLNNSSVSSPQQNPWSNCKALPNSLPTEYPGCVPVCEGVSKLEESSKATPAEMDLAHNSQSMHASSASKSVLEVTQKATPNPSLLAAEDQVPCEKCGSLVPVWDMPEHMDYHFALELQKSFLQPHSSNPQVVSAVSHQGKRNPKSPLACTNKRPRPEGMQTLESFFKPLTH
#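 Fluorescent replication assay: 50 nM final substrate added after a 15 min room-temperature compound preincubation with 10 nM enzyme. Signal taken at 0 min and again at 10 min.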
# Apoferritin bind = binds horse apoferritin like a general anesthetic; P02791; apoferritin/1-aminoanthracene competitive binding, fluorescence; Potency, µM (top dose mostly 77.5 µM), for inactives: top-dose activity change, negative = displacement, actives largely listed as inhibitors; hit rate 0.074% among 350,000; note: potency is the fitted concentration of half-maximal effect; % is set by controls: 0 for no effect and ±100 for the full control effect; nearly all actives have a fitted effect of over 20% in size
# Target sequence (P02791 2-175 limits assumed): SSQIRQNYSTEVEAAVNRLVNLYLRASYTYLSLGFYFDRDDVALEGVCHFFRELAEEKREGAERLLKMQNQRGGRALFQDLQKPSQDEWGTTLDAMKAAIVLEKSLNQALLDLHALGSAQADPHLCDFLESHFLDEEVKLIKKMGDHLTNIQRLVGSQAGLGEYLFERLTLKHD
#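 In PBS, apoferritin at 10 uM is loaded with 1-AMA from a 50% saturated solution. After 10 min of compound exposure at ambient temperature, reduced 535 nm fluorescence indicates probe displacement.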
# Glioma ERSR ind = ER stress response induction in glioma | U87-MG GRP78 promoter luciferase reporter, 16 h | Potency, µM, for inactives: top-dose activation, most hits filed as activators | hit rate 0.02% among 420,000 | AID 602332; note: potency is the fitted concentration of half-maximal effect; series mostly up to about 76 µM; % of control where 0% means no effect; nearly all actives have a fitted effect of over 35% in size
#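 Stably transfected U87-MG human glioma cells carrying a GRP78-based luminescent sensor were seeded at 1000 cells/well, pin-dosed with compounds and incubated 16 h. Luciferase reagent was then added, and end-point luminescence was read after 10 min at room temperature.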
# POLI inh = blocks human DNA polymerase iota activity. Pol iota fluorescent replication assay, 10 min. Potency, µM (highest dose often 115 µM), inactives show at the top dose activity, negative = inhibition, hits mostly inhibitors. hit rate 1% among 390,000; note: potency is the fitted concentration of half-maximal effect
#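 Fluorescent replication assay read twice, at 0 min and 10 min after adding 50 nM (final) substrate. Enzyme (10 nM) and compounds were first incubated 15 min at room temperature; enzyme-free buffer wells were negative controls.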
# BLM helicase inh = Bloom syndrome helicase (human) inhibition; P54132; recombinant BLM DNA unwinding, fluorescence dequenching; Potency, µM (top dose mostly 56.1 µM), inactives show at the top dose activity change, negative = inhibition, hits mostly inhibitors; hit rate 0.2% among 350,000; AID 2528;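 note: potency is the fitted concentration of half-maximal effect; plate controls were vehicle for no effect and no enzyme for full effect; nearly all actives have a fitted effect of over 35% in size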
# Pol beta inh = blocks human DNA polymerase beta activity. Potency, µM (doses to about 114 µM), for the others: top-dose activity change, negative = inhibition, hits mostly inhibitors. Pol beta primer extension/strand displacement, fluorescence kinetic. hit rate 1.3% among 340,000; note: potency is the fitted concentration of half-maximal effect; % is set by controls: 0 for no effect and ±100 for the full control effect
#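 Curves were derived by four-parameter Hill fits of normalized qHTS data. The kinetic fluorescent primer-extension read was taken at 0 and 10 min after 50 nM substrate, following a 15 min room-temperature preincubation of 10 nM enzyme with compounds.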
# * marks the source's active call; other numbers are inactive results; ? = inconclusive; . = no result given; & = joins results of further samples; [ ] = remark or other dose. Unless noted, calls come from the whole dose curve; as a rule, active = well fitted curve in the direction sought with a large enough effect; inconclusive = small, poorly fitted or top-dose-only effect, or another doubt; inactive = no such curve, though single readings can be large; an effect the other way counts as inactive or inconclusive. A portion of the library; rates above refer to the full screens.
SMILES,LDHA block,POLK inh,APE1 inh,POLH inh,Apoferritin bind,Glioma ERSR ind,POLI inh,BLM helicase inh,Pol beta inh
O=c1[nH]c2ccc([N+](=O)[O-])cc2nc1/C=C(\O)c1ccccc1,-2,-12%,-1%,-12%,-11%,-3%,14%,-6%,-12%
O=C(NCCCCNC(=O)c1ccc(Br)s1)c1ccc(Br)s1,1,3%,-2%,0%,-3%,2%,12%,-4%,-1%
CC(C)(C)c1nnc(NC(=O)CCS(=O)(=O)c2ccccc2)s1,-5,-1%,30%,-17%,-5%,-15%,116%[activator],-7%,-9%
CN(C)S(=O)(=O)Nc1cccc(Br)c1,-2,11%,-7%&0%,30%[activator],?,4%,34%[activator],-1%&-1%,29%&15%
O=C(O)Cn1c2c(c3ccccc31)CCCC2,13,-11%,-1%,-7%,89%[activator],-7%,28%,-1%,7%
COC(=O)C1=C(C)NC(=O)NC1c1ccc(-c2ccc(F)cc2)o1 (centres undefined),-7,-3%,0%,-23%,-7%,1%,30%,1%,13%
O=C(O)c1ccc2c(c1)S(=O)(=O)c1ccccc1C2=O,-2,-15%,-17%,-6%,10%,-4%,-20%,1%,-1%
COC(=O)C(C)N1CCC(=O)c2ccccc2S1(=O)=O (centres undefined),-5,-18%&-2%,2%&-3%,-10%,5%&-11%,-3%&-3%,0%&10%,4%&-1%,43%
CC1CCc2nn(CC(=O)Nc3ccccc3Cl)cc2C1 (centres undefined),-9,-1%,.,-3%,-6%,-1%,-5%,-1%,33%
C=CCNC(=S)N1N=C(c2ccco2)CC1c1ccco1 (centres undefined),4,-27%,.,-12%,.,0%,53%[activator],.,.
Cc1cc(C)n2nc(-c3ccccc3)c(-c3ccccc3)c2n1,-4,-1%,-1%,-15%,-8%,-6%,32%[activator],-6%,?
CC(C)C12CN3CC(C(C)C)(CN(C1)C3c1ccco1)C2=O (centres undefined),-4,-10%,-1%,-7%,-11%,-3%,16%,-2%,1%
COc1ccc(S(=O)(=O)N2CCCCC2)cc1NC(=O)CN(Cc1ccco1)Cc1ccco1,-14,-7%,4%,-27%,.,-9%,10%,.,.
Cn1c(O)c(C=Nc2ccc(Br)cc2)sc1=O,1,8%,?,-1%,-7%,-4%,3%,2%,22%
Oc1ccc(C[C@@H]2CNCCN2CC2CCCCC2)cc1,-13,-5%,12%,-2%,.,-2%,?,.,.
Oc1ccc(Br)cc1CNc1cccc2cccnc12,36,-6%,9%,?,?,-3%,29%,-11%,-10%
CC(C)COc1ccc(-c2nnc(-c3ccncc3)o2)cc1,-11,-10%,12%,-5%,-10%,?,?,0%,10%
COc1cc(NC(=O)Nc2c(C)n(C)n(-c3ccccc3)c2=O)cc(OC)c1OC,-2,0%,13%,-21%,-9%,1%,7%,-2%,1%
O=C(Nc1ccc2nc(SCC(=O)N3CCCC3)sc2c1)c1cccc(Br)c1,-4,0%,.,-18%,6%,-1%,25%,-3%,-5%
CCN(CC)c1ccc(S(=O)(=O)N2CCCCC2)cc1NC(=O)CN1C(=O)NC2(CCCC2)C1=O,-5,-10%,3%,-12%,.,-5%,11%,.,.

# Quoted at random: 3 records from the list, in no set order.
SMILES,LDHA block,POLK inh,APE1 inh,POLH inh,Apoferritin bind,Glioma ERSR ind,POLI inh,BLM helicase inh,Pol beta inh
COC(=O)C(C)N1CCC(=O)c2ccccc2S1(=O)=O (centres undefined),-5,-18%&-2%,2%&-3%,-10%,5%&-11%,-3%&-3%,0%&10%,4%&-1%,43%
CC(C)(C)c1nnc(NC(=O)CCS(=O)(=O)c2ccccc2)s1,-5,-1%,30%,-17%,-5%,-15%,116%[activator],-7%,-9%
Oc1ccc(Br)cc1CNc1cccc2cccnc12,36,-6%,9%,?,?,-3%,29%,-11%,-10%

# More results
SMILES,LDHA block,POLK inh,APE1 inh,POLH inh,Apoferritin bind,Glioma ERSR ind,POLI inh,BLM helicase inh,Pol beta inh
O=C(NC1CCCCC1)N1CCCc2ccccc21,-6,-1%,-1%,-10%,?,-4%,16%,1%,83%
COc1cc2c(cc1OC)n(CC(=O)c1cccc(Cl)c1)c(=O)n1nc(CCn3nc(C)cc3C)nc21,-12,-4%[60.1 µM],.,-8%,-7%,-3%,16%,-13%,40%
COc1cccc(CNC(=O)CCn2c(=O)oc3ccccc32)c1,-13,-5%,2%,-1%,-14%,-4%,-3%,3%,6%
COc1ccc(/C=C2/C(=O)C(C)(C(C)C)CCC2C)cc1 (centres undefined),-4,3%,-14%,-26%,5%,-1%,7%,-4%,33%
CC1(C)CC2(CCO1)OC(=O)CC2C(=O)NCCc1ccccc1 (centres undefined),-4,0%,12%,-14%,-8%,-2%,-4%,2%,44%
Cc1nc2ccc(N)cc2s1,9,-15%,-4%,-17%,-3%,-3%,-1%,-2%,-2%
CN(C)c1ccc(-c2nnn(CC(=O)Nc3ccc4c(c3)OCCO4)n2)cc1,-6,9%,0%,-25%,7%,-3%,18%,-5%,-1%
CCOC(=O)c1c(SCC(=O)Nc2nccs2)nc(C)c(C)c1C,-7,-1%,-4%,-5%,93%[activator],3%,17%,0%,84%
COc1cc(C(=O)NCCCNC(=O)c2cc(OC)c(OC)c(OC)c2)cc(OC)c1OC,1,10%,.,0%,.,-1%,13%,.,.
Cn1c(SCCN2CCCCC2)nnc1-c1ccccc1Br,?,-4%,-7%,-10%,-3%,-5%,?,-1%,-4%
CCCc1cc(=O)[nH]c(SCC(=O)NC)n1,-3,0%,?,-4%,-4%,-5%,?,-2%,0%
O=C(CSc1nc2ccccc2c(=O)n1CC1CCCO1)Nc1ccc(F)cc1 (centres undefined),-14,-6%,11%[12.4 µM],-24%,0%,-2%,26%,1%,23%
COc1ccc(CNc2ccc([N+](=O)[O-])cn2)cc1,6,0%,-18%,-12%,7%,7%,7%,-4%,19%
O=C(c1ccccc1)c1ccc(C(=O)N2CCN(c3ccc(F)cc3)CC2)o1,-2,-9%,0%,-14%,?,-2%,3%,1%,-3%
O=C(Nc1ncc(C(F)(F)F)cc1Cl)C1COc2ccccc2O1 (centres undefined),-5,-25%,7%,-5%,?,4%,0%,2%,-16%
Cc1cc(Br)ccc1NC(=O)COc1cc(=O)n(C)c2ccccc12,-9,-2%,.,-3%,53%[activator],-1%,-14%,-9%,4%
CCOC(=O)CN1C(=N)N(c2nc(NC(C)C)nc(OC)n2)CC1=O,-3,-1%,15%,0%,1%,-3%,79µM*,2%,22%
CCN(CC)S(=O)(=O)c1cccc(C(=O)NN2Cc3ccccc3C2=N)c1,-13,-11%,-3%,-5%,5%,4%,-6%,0%,5%[57.1 µM]
Cc1ccc2c(c1)/C(=N/O)CCS2,-4,-4%,-5%,-10%,?,0%,-1%,-2%,15%
CCN(CC)S(=O)(=O)c1ccc(N2CCOCC2)c(NC(=O)COc2ccc(C#N)cc2)c1,-9,-4%,-6%,6%,-16%,-3%,17%,-4%,1%
COC(=O)C1=CN(c2ccc(Cl)cc2)C=C(C(=O)OC)C1c1ccc([N+](=O)[O-])cc1,-2,-15%,-16%,-17%,-8%,3%,64%[activator],-9%,16%
CC(C)N(Cc1ccccc1)C(=O)c1cc2ccc3cccnc3c2[nH]1,5,-5%,.,-11%,-15%,-1%,17%,-6%,7%
Cc1ccc2c(c1)-c1c(c(C(=O)NCCc3ccccc3)nn1C)CS2,-5,-12%[60.1 µM],.,-17%,9%,-3%,-19%,-5%,5%
COc1ccc(N(CC(=O)Nc2cc(OC)ccc2OC)S(=O)(=O)c2c(C)nn(C)c2C)cc1,2,2%,1%,-23%,-11%,-2%,18%,-7%,2%
CC(C)Oc1cccc(C(=O)C2CCCN(C(=O)c3ccoc3)C2)c1 (centres undefined),-1,11%,2%,-19%,-9%,4%,17%,-4%,?
COc1ccc(CCn2c(=N)c(C(=O)NCC3CCCO3)cc3c(=O)n4ccccc4nc32)cc1 (centres undefined),1,-9%,14%,4%,-24%,-5%,-23%,37%[activator],-6%
Cc1cc(Sc2nc(N(C)C)nc(N(C)C)n2)nc(Cl)n1,-1,12%,?,-12%,-7%,-4%,57%[activator],3%,-1%
COc1cc(/C=C2\CC(C(C)(C)C)C/C(=C\c3cc(OC)c(OC)c(OC)c3)C2=O)cc(OC)c1OC (centres undefined),-1,-9%,37%,-10%,3%,-5%,?,-8%,-15%
C[C@H](CO)N1C[C@H](C)[C@@H](CN(C)C(=O)Nc2ccc3c(c2)OCO3)Oc2c(NC(=O)C3CC3)cccc2C1=O,5,-14%,-1%,-9%,.,-1%,17%,.,.
CCCCN(CCCC)Cc1ccc(N)cc1,5,-2%,0%,-11%,-5%,-1%,18%,0%,22%
O=C(NCC1CCCO1)c1ccc(COc2ccccc2)o1 (centres undefined),-8,-12%,25%,-8%,.,-1%,57%[activator],.,.
COc1cc(/C=C2\SC(N3CCC(C)CC3)=NC2=O)ccc1O,2,-13%,23%,-6%,9%,3%,117%[activator],-8%,-6%
COc1ccc(OCC(=O)Nc2ccc3nn(-c4ccc(OC)cc4)nc3c2)cc1,-6,-14%[60.1 µM],.,-11%,4%,-6%,2%,0%,-13%
N[C@@H](Cc1c[nH]c2ccccc12)C(=O)O,.,6%[60.1 µM],-3%&0%,-1%[57.1 µM],1%,-3%,?,-1%,-12%[57.1 µM]
O=C(CSc1nccn1Cc1ccco1)Nc1ccccc1,-4,-10%,5%,-14%,-3%,-1%,-9%,-2%,-1%
Clc1ccc2nc(C3CCN(Cc4ccccc4)CC3)[nH]c2c1,-6,5%,0%,0%,-10%,-3%,17%,-8%,4%
COc1ccc(CNC(=O)c2ccc3c(=O)n(CCCN4CCCC4=O)c(=S)[nH]c3c2)cc1,-15,-4%,1%,4%,?,4%,80%[activator],-3%,-17%
NC(N)=Nc1nc(-c2ccccc2)c2cc(F)ccc2n1,-2,-18%,3%,-3%,?,-11%,20%,106%[activator],?
COc1ccc(NC2=NCCCCC2)cc1,0,-5%,14%,-15%,-5%,-4%,137%[activator],0%,40%
CC(=O)N1CCc2c(sc(NC(=O)Cc3ccccc3)c2C(N)=O)C1,0,-4%,-4%,-1%,-6%,-5%,-4%,-9%,43%
